Assay outcomes from PubChem.
Rac1 act GTP bind = GTP binding modulators of activated mutant Rac1, primary screen, biochemical, bead-based flow cytometry, multiplex, fluorescent GTP | Ras-related C3 botulinum toxin substrate 1 (Homo sapiens), P63000 | GST-Rac1 activated beads; actives lie on both sides; 100% means binding = to untreated wells | percent activity (GTP binding), % at 10 µM | hit rate 0.11% among 190,000 | AID 764, 2007;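 active = GTP binding at least 20 percentage points away from the 100% baseline, in either direction, so actives lie on both sides; inconclusive = Compound likely fluorescent itself, or too few beads counted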
Cdc42 wt = modulators of GTP binding to wildtype Cdc42, primary screen, biochemical, multiplex bead flow cytometry, Bodipy-GTP | Cell division control protein 42 homolog (Homo sapiens), P60953 | GST-Cdc42 beads; actives lie on both sides | percent activity (GTP binding), % at 10 µM | hit rate 0.2% among 190,000 | AID 761, 2007;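 active = percent activity GTP binding at least 20 points away from the 100% baseline, either down as inhibitor or up as activator; inconclusive = compound flagged as likely green fluorescent from well-wide comparison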;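 note: median bead fluorescence of bound Bodipy-FL-GTP at 100 nM; 0% = excess unlabeled GTP control and 100% = no compound control; below 100% means less GTP binding so inhibitor and above means activator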
Target sequence (P60953 whole entry, looked up): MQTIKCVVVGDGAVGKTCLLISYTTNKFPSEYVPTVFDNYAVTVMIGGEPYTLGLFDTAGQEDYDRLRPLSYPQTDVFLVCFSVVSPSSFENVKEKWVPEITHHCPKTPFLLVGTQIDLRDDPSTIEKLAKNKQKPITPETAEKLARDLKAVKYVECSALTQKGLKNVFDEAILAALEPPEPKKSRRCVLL
Rab2A wt mod = modulators of GTP binding to Rab2A wildtype, primary screen, biochemical, dog, bead-based flow cytometry, multiplex. Ras-related protein Rab-2A (Canis lupus familiaris), P61105. GST-Rab2 wt beads, Bodipy-GTP binding. AID 760, 2007. hit rate 0.19% among 190,000. GTP binding activity, % at 10 µM;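 active = GTP binding activity at least 20 points away from 100%, either lowered or raised; inconclusive = signal likely due to the compound's own green fluorescence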;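 note: 0% = beads with excess unlabeled GTP and 100% = no-compound control corrected for plate trend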
Bim-Bcl-B = inhibitors of Bim-Bcl-B binding, primary screen, biochemical, multiplexed, human Bcl-2 family | hit rate 0.073% among 190,000 | AID 951, 2007 | Bcl-2-like protein 10 (Homo sapiens), Q9HD36 | bead-based flow cytometry, Bim peptide-Bcl-B binding | inhibition, % at 10 µM;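 note: 0% = tracer peptide without compound and 100% = reference inhibitor peptide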
Target sequence (Q9HD36 whole entry, looked up): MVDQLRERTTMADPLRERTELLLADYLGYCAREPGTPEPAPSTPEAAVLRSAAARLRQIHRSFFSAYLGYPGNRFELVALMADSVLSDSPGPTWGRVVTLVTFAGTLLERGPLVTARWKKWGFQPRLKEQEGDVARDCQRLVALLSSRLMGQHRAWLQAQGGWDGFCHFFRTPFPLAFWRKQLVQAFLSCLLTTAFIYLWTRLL
Bim-Bcl-W = inhibitors of Bim binding to Bcl-W, primary screen, biochemical, multiplexed, bead-based flow cytometry; hit rate 0.02% among 190,000; AID 952, 2007; Bim peptide-Bcl-W binding; Bcl-2-like protein 2 (Homo sapiens), Q92843; inhibition, % at 10 µM;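 note: 0% = bound tracer without compound and 100% = peptide blocker; higher means less fluorescent Bim peptide bound to Bcl-W beads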
Bcl-XL Bim block = inhibitors of Bim-Bcl-XL binding, primary screen, biochemical, multiplexed, bead flow cytometry, human Bcl-XL | Bcl-2-like protein 1 (Homo sapiens), Q07817 | Bim peptide-Bcl-XL binding, fluorescence | inhibition, % at 10 µM | hit rate 0.04% among 190,000 | AID 1007, 2008
Target sequence (Q07817 whole entry, looked up): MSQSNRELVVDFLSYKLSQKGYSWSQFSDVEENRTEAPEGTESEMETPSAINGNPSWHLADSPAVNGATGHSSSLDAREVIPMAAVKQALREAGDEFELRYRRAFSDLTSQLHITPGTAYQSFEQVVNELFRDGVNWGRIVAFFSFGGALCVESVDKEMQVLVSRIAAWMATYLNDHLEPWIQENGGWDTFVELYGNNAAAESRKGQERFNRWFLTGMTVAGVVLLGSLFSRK
Bim-Bfl-1 = inhibitors of Bim binding to Bfl-1, primary screen, biochemical, multiplexed, bead-based flow cytometry | Bim-Bfl-1 binding inhibition | inhibition, % at 10 µM | hit rate 0.12% among 190,000;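 note: 0% = wells without compound plus tracer and 100% = blocker peptide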
HRas wt GTP bind = modulators of GTP binding to HRas wildtype, primary screen, biochemical, bead-based flow cytometry, multiplex | GTPase HRas (Homo sapiens), P01112 | GST-Ras wt beads, Bodipy-FL-GTP binding; actives lie on both sides | GTP binding activity, % at 10 µM | hit rate 0.14% among 190,000;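 active = GTP binding activity at least 20% away from the 100% baseline, either lowered as inhibitor or raised as activator; inconclusive = flagged as likely green fluorescent, judged across all proteins in the well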;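 note: 0% = unlabeled GTP competition control and 100% = no-compound control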
Target sequence (P01112 whole entry, looked up): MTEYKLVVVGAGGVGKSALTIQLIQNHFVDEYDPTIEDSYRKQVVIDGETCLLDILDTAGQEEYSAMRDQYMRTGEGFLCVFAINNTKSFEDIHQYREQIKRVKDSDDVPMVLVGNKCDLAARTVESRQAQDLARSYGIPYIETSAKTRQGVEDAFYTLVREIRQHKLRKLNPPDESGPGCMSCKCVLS
Rab7 wt GTP bind = modulators of GTP binding to Rab7, primary screen, biochemical, wildtype, multiplex bead flow cytometry. Rab7 GTPase wild type (dog), Bodipy-FL-GTP binding. GST-Rab7 beads, fluorescent GTP binding; actives lie on both sides; untreated = 100%, excess cold GTP = 0%. GTP binding activity (percent of control), % at 10 µM. hit rate 0.055% among 190,000. AID 758, 2007;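 active = fluorescent GTP binding to Rab7 beads changed by at least 20 points from the 100% baseline, either direction, mostly lower; inconclusive = compound itself probably fluorescent, or too few beads counted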;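 note: median green fluorescence of bound Bodipy-FL-GTP per Rab7 bead population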
Rac1 wt modul = wildtype Rac1 GTP binding modulators, primary screen, biochemical, GST-Rac1 beads, flow cytometry, multiplex; Ras-related C3 botulinum toxin substrate 1 (Homo sapiens), P63000; fluorescent GTP binding; actives lie on both sides; 0 = cold GTP competed, 100 = untreated; GTP binding activity (% of control), % at 10 µM; hit rate 0.27% among 190,000; AID 757, 2007;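 active = GTP binding activity at least 20 points away from the 100% control level, either lower or higher; inconclusive = compound flagged as likely green fluorescent, judged across all proteins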
Bcl-2 Bim block = inhibitors of Bim-Bcl-2 binding, primary screen, biochemical, multiplexed, human Bcl-2 family | Apoptosis regulator Bcl-2 (Homo sapiens), P10415 | Bead-based flow cytometry, Bim peptide-Bcl-2 binding | inhibition, % at 10 µM | hit rate 0.06% among 190,000 | AID 950, 2007; in the data active = inhibition above about 40%; inconclusive = no clear call, values can overlap the other calls;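 note: 0% = no compound wells with probe peptide and 100% = reference peptide inhibitor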
Target sequence (P10415 whole entry, looked up): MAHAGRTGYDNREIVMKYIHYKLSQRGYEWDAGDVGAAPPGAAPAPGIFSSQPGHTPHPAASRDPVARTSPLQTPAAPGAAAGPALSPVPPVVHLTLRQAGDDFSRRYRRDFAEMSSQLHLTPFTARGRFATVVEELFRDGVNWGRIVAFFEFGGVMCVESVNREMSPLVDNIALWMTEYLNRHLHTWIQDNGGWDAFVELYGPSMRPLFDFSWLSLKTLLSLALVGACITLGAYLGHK
The depositor's hits bear a star; ? = inconclusive. Cut-off read from the data, not from the text of the source, unless noted: active = inhibition above about 40%.

#1 CCOc1ccc(CC2S/C(=N/c3ccccn3)NC2=O)cc1 (stereo not given)
#2 O=C(CCCn1c(SCC(=O)NC2CCCCC2)nc2ccccc2c1=O)NCC1CCCO1 (stereo not given)
#3 CC(C)(C)c1cc(OS(C)(=O)=O)ccc1O
#4 CSc1nccc(N2CCN(c3ccc(F)cc3)CC2)n1
#5 CC(NC(=O)/C=C/c1ccccc1)c1ccccc1 (stereo not given)
#6 Cc1ccc(NC(=O)Nc2ccc3c(c2)nc(C)n3C)cc1C
#7 Cn1c(=O)c2c(SCCN3CCOCC3)nc(C3CCCC3)nc2n(C)c1=O
#8 Cc1c(Cc2ccccc2)sc(NC(=O)/C=C/c2cccc3ccccc23)c1C(N)=O

Assay by compound,1,2,3,4,5,6,7,8
Rac1 act GTP bind,97,100,93,99,94,95,96,97
Cdc42 wt,100,104,97,100,94,94,96,101
Rab2A wt mod,99,100,97,98,95,96,95,95
Bim-Bcl-B,-3,-9,-2,-1,-4,0,-2,-19
Bim-Bcl-W,0,1,0,-1,-2,-2,-1,-13
Bcl-XL Bim block,-14,-2,1,0,-4,-3,-4,-11
Bim-Bfl-1,-10,-12,-1,0,-7,5,-6,-6
HRas wt GTP bind,98,102,98,99,97,94,94,97
Rab7 wt GTP bind,96,105,104,95,99,100,93,94
Rac1 wt modul,100,104,99,100,102,90,97,98
Bcl-2 Bim block,-8,-3,2,1,-2,0,-1,-9

Next section; it opens with the four that closed the last part.
#5 CC(NC(=O)/C=C/c1ccccc1)c1ccccc1 (stereo not given)
#6 Cc1ccc(NC(=O)Nc2ccc3c(c2)nc(C)n3C)cc1C
#7 Cn1c(=O)c2c(SCCN3CCOCC3)nc(C3CCCC3)nc2n(C)c1=O
#8 Cc1c(Cc2ccccc2)sc(NC(=O)/C=C/c2cccc3ccccc23)c1C(N)=O
#9 COC(=O)COc1ccc(S(=O)(=O)NCCC2=CCCCC2)cc1
#10 O=C(Nc1ccc(S(=O)(=O)N2CCCC2)cc1)c1ccc(CN2CCOCC2)cc1
#11 Cc1cc(C)nc(NC(=S)Nc2ccccc2)n1
#12 CN(CC(=O)OCC(=O)NCc1ccccc1)S(=O)(=O)c1ccc(Cl)cc1
#13 S=C(Nc1cccnc1)NC1CCCCCCC1
#14 CC(=O)NCCOc1nc(N2CCCCC2)nc(N2CCCCC2)n1
#15 COC(=O)C(Sc1nc(C)cc(C)c1C#N)c1ccccc1 (stereo not given)
#16 Cn1[nH]c(C(F)(F)F)c(C=NCc2ccc(Cl)cc2)c1=O

Assay by compound,5,6,7,8,9,10,11,12,13,14,15,16
Rac1 act GTP bind,94,95,96,97,95,99,99,102,105,96,100,97
Cdc42 wt,94,94,96,101,96,101,100,99,100,97,99,98
Rab2A wt mod,95,96,95,95,94,100,97,101,103,101,98,99
Bim-Bcl-B,-4,0,-2,-19,-7,0,-1,-7,-3,-6,-2,-1
Bim-Bcl-W,-2,-2,-1,-13,0,2,1,-3,-3,-5,0,-1
Bcl-XL Bim block,-4,-3,-4,-11,-7,-1,0,-6,-6,-3,-2,-3
Bim-Bfl-1,-7,5,-6,-6,-7,-1,-3,-8,-12,-7,-5,-5
HRas wt GTP bind,97,94,94,97,96,101,98,102,103,100,99,99
Rab7 wt GTP bind,99,100,93,94,90,97,99,101,101,105,99,108
Rac1 wt modul,102,90,97,98,95,100,103,103,105,100,102,102
Bcl-2 Bim block,-2,0,-1,-9,-9,-2,0,-1,-6,-3,-4,-1

#17 CCC(Sc1nc2n[nH]c(C)c2c(=N)n1-c1cccc(Cl)c1)C(=O)NCCOC (stereo not given)
#18 CCSC1=C(C#N)C(c2cccs2)C(C(=O)OC)=C(C)N1 (stereo not given)
#19 O=C(Nc1cn(-c2ccccc2)nc1-c1ccc(F)cc1)c1ccccc1
#20 CC(CCc1ccccc1)NC(=O)CCN1N=C(c2ccccc2)CCC1=O (stereo not given)
#21 CCc1cc2c(=O)n(CCC(C)C)c(=S)[nH]c2s1
#22 COc1ccc(OC)c(CN2CCCC(C(=O)c3ccccc3SC)C2)c1 (stereo not given)
#23 CC(C)c1[nH]nc2c1C(C(C)C)C(C#N)=C(N)O2 (stereo not given)
#24 COc1cccc(CNC(=O)CC2C(=O)NCCN2Cc2ccoc2)c1OC (stereo not given)

Assay by compound,17,18,19,20,21,22,23,24
Rac1 act GTP bind,95,102,100,98,93,97,95,94
Cdc42 wt,92,103,100,106,93,101,98,94
Rab2A wt mod,87,105,101,104,98,100,97,99
Bim-Bcl-B,3,-8,-9,-4,-29,-5,-9,-2
Bim-Bcl-W,-2,0,-6,0,-2,-1,-4,0
Bcl-XL Bim block,0,-7,-6,-4,-9,-1,-6,-2
Bim-Bfl-1,1,-7,-6,-4,0,-7,-10,-6
HRas wt GTP bind,92,104,100,102,97,98,97,98
Rab7 wt GTP bind,97,105,97,107,102,106,94,99
Rac1 wt modul,96,107,102,107,96,100,96,96
Bcl-2 Bim block,0,-8,-8,0,-2,-2,-12,-3

#25 O=C(Cc1ccccc1)Nc1ccc(F)cc1
#26 COC(=O)c1c(C)oc2ccc(NS(=O)(=O)c3cccs3)cc12
#27 CC(OC(=O)c1cccs1)C(=O)Nc1nc(-c2ccccc2)cs1 (stereo not given)
#28 CSc1cccc(NS(=O)(=O)c2cccc3nsnc23)c1
#29 [O-][n+]1onc2c1CCC1N(O)C(c3ccccc3)CC21O (stereo not given)
#30 COc1ccc(C(N)=O)cc1NC(=O)c1cccc(F)c1
#31 N#CCC(=O)N/N=C/c1ccc(OCC(=O)Nc2ccc(F)cc2)cc1
#32 CC(C)CNC(=O)c1cccc(NC(=O)c2ccco2)c1

Assay by compound,25,26,27,28,29,30,31,32
Rac1 act GTP bind,99,104,99,?,102,101,99,98
Cdc42 wt,103,108,103,?,104,107,92,100
Rab2A wt mod,104,106,97,?,107,103,99,97
Bim-Bcl-B,0,-8,-4,-5,-1,0,-2,-5
Bim-Bcl-W,0,0,0,1,0,0,0,0
Bcl-XL Bim block,-1,0,-7,11,0,1,0,-1
Bim-Bfl-1,-1,-10,-5,-10,4,0,-5,-9
HRas wt GTP bind,100,105,98,?,105,104,101,100
Rab7 wt GTP bind,105,103,97,?,102,105,109,97
Rac1 wt modul,104,110,101,?,103,105,102,101
Bcl-2 Bim block,-3,-10,-6,-4,0,-2,0,0

#33 O=C(NC1CCCC1)c1cccc(NC(=O)c2ccco2)c1
#34 CN(CC(=O)Nc1ccccc1N1CCOCC1)S(=O)(=O)c1ccc(F)cc1
#35 Cc1ccc(NC(=O)c2cc(C)n(-c3cccc(C)c3)c2C)cc1
#36 Cc1cc(C)cc(N(CC(=O)NCC2CCCO2)C(=O)CCC(=O)Nc2cc(C)on2)c1 (stereo not given)
#37 O=C(Cn1cnc2ccccc2c1=O)Nc1ccccc1N1CCOCC1
#38 CCOC(=O)Cc1cc(=O)n2[nH]c(-c3ccc(Cl)cc3)cc2n1
#39 Cc1ccc(N(CC(=O)NCC2CCCO2)C(=O)Cn2nnc(-c3cccs3)n2)cc1 (stereo not given)
#40 O=C(NCC1CCCO1)C1CCN(CC2CCCCC2)CC1 (stereo not given)

Assay by compound,33,34,35,36,37,38,39,40
Rac1 act GTP bind,97,100,97,96,89,104,96,98
Cdc42 wt,102,104,93,97,94,107,95,101
Rab2A wt mod,103,100,94,97,95,101,96,101
Bim-Bcl-B,0,-1,-4,0,6,1,-2,-7
Bim-Bcl-W,0,-1,-4,2,4,0,0,-2
Bcl-XL Bim block,-1,0,-4,-10,3,0,-1,-2
Bim-Bfl-1,0,-2,-3,0,7,0,-4,-9
HRas wt GTP bind,103,102,98,97,95,104,96,100
Rab7 wt GTP bind,103,100,102,94,103,98,101,100
Rac1 wt modul,100,103,101,99,87,112,100,101
Bcl-2 Bim block,-2,-1,-1,0,6,-2,-2,-8

#41 CC(C)CC(=O)NC(=S)Nc1ccc(Cl)cn1
#42 O=C(c1n[nH]c(=O)c2ccccc12)N1CCN(c2ccccc2Cl)CC1
#43 CSc1cccc(NC(=O)CN(c2ccccc2)S(=O)(=O)N(C)C)c1
#44 c1ccc(-c2cc(-c3nn4c(-c5ccco5)nnc4s3)c3ccccc3n2)cc1
#45 O=C(NC1CCCc2ccccc21)C1CCN(S(=O)(=O)c2cccc(C(F)(F)F)c2)CC1 (stereo not given)
#46 CN(C)c1ccnc2sc(C(=O)NCc3ccccc3)c(N)c12
#47 CN(C)S(=O)(=O)c1ccc(N2CCCC2)c(C(=O)NCC2CCCCC2)c1
#48 COc1ccc(C2N(c3ccc(Cl)cc3)C(=O)C3CCCN32)cc1 (stereo not given)

Assay by compound,41,42,43,44,45,46,47,48
Rac1 act GTP bind,102,98,99,?,101,?,93,98
Cdc42 wt,98,103,102,?,93,?,91,103
Rab2A wt mod,99,99,100,?,101,?,93,101
Bim-Bcl-B,-4,-6,-4,18,6,1,4,-5
Bim-Bcl-W,-2,1,-3,12,10,0,3,1
Bcl-XL Bim block,-1,-5,1,3,11,-1,3,-2
Bim-Bfl-1,0,-8,-3,17,14,2,6,-10
HRas wt GTP bind,98,101,102,?,96,?,93,101
Rab7 wt GTP bind,102,101,102,?,96,?,93,101
Rac1 wt modul,104,103,101,?,101,?,94,101
Bcl-2 Bim block,0,-7,-4,12,8,1,13,-7

#49 CCOCCn1c(C(C)C)nc2ccccc21
#50 Cc1ccc(NC(=O)CSCc2n[nH]c(=O)[nH]2)c(Br)c1
#51 CC1=CC2=NC(=O)/C(=C\c3cn(C)c4ccccc34)C(=N)N2O1
#52 CCn1c2ccccc2c2cc(NC(=O)CSc3nnnn3-c3ccccc3)ccc21

Assay by compound,49,50,51,52
Rac1 act GTP bind,100,100,96,101
Cdc42 wt,105,98,94,103
Rab2A wt mod,104,97,95,99
Bim-Bcl-B,-12,4,0,-4
Bim-Bcl-W,-2,0,-2,5
Bcl-XL Bim block,-1,-1,-2,1
Bim-Bfl-1,-11,0,-1,-9
HRas wt GTP bind,104,99,93,102
Rab7 wt GTP bind,105,98,92,103
Rac1 wt modul,107,102,98,111
Bcl-2 Bim block,-11,-1,-2,-6
